Wnt bcat act: activates Wnt/beta-catenin signaling in a reporter cell assay; activator, plate reader; activation, % at 9.35 µM; 1.2% of 300,000 active; in the data active = activation above about 30%, passing the limit was not always enough;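 also: 0% = neutral control wells and 100% = positive control wells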
Numbers without * were called inactive. Some of the compounds tested (hit frequency here may not be typical).

nr | canonical_smiles | Wnt bcat act
1 | COCCN(CCOC)Cc1cc(=O)oc2cc(OC)c(Cl)cc12 | -1.8
2 | CCCCn1nnnc1C1(C)CCC(=O)N1Cc1ccc(OC)cc1 (stereo not given) | -2.9
3 | COc1ccc(-c2ccc3c(n2)CCCN3S(=O)(=O)c2ccc(C#N)cc2)cc1 | -1.8
4 | CCC(c1nnnn1-c1c(C)cccc1C)N1CCCN(Cc2ccc(F)cc2)CC1 (stereo not given) | -4.3
5 | CC1=CC(=O)C=CC1=Nc1ccc(N(C)C)cc1 | -0.5
6 | CCOC(=O)C1=C[C@@H](C(C)(C)C)N(S(=O)(=O)c2ccc([N+](=O)[O-])cc2)[C@H]1c1ccccc1Cl | -1.4
7 | Cc1ccc2nc(-c3ccc(CN4CCC(n5cc(-c6ccccc6)[nH]c5=O)CC4)cc3)c(-c3ccccc3)nc2c1 | -0.6
8 | CC(=O)Nc1cc2oc3ccccc3c2cc1[N+](=O)[O-] | 17.4
9 | O=C(NC1CCCC1)C1C(c2ccc(C(F)(F)F)cc2)=Nc2ccccc2N1C(=O)c1cc2ccccc2[nH]1 (stereo not given) | 5.5
10 | CC(C)(C)c1ccc(S(=O)(=O)NC(=O)C2(C)CCN2C(=O)C2(c3ccccc3)CC2)cc1 (stereo not given) | 0.3
11 | COc1ccc(OC(F)(F)F)cc1CC1(C)C(=O)Nc2ccc(-c3ccsc3)cc21 (stereo not given) | -1.8
12 | C#CCNC(=O)C[C@@H]1C[C@@]2(C(=O)OC)CC(C)(C)CC=C2N(CCCCCCCC)C1=O | -3.6
13 | COc1cccc(C(C)(O)c2nc(-c3ccc(S(C)(=O)=O)cc3)cs2)c1 (stereo not given) | -3.3
14 | Cc1cc(O)cc(O)c1/C=N/NC(=O)c1ccc2c(c1)OCCO2 | 3.0
15 | CCOC(=O)C1(C)CCN1C(=O)c1c(F)cccc1F (stereo not given) | 19.7
16 | Cc1cccc(C)c1C(O)c1ncc(-c2cccc3ccccc23)[nH]1 (stereo not given) | -0.3
17 | CCCN1CCC(C)(C(=O)Nc2cccc(OC(C)C)c2)C1 (stereo not given) | -0.7
18 | Cn1c(NCc2cccnc2)nc2cc(-c3cccc(C(=O)NCCO)c3)sc2c1=O | 0.0
19 | CCCCNC(=O)c1nc(C2CCN(S(=O)(=O)c3ccc(F)c(F)c3)CC2)oc1-c1cccc(C(F)(F)F)c1 | -2.4
20 | COc1ccc(C(C(=O)NC(C)(C)C)n2c(-c3ccc(C(F)(F)F)cc3)nc3ccccc32)cc1 (stereo not given) | -5.4
21 | CC1(C(=O)NS(=O)(=O)c2cccc(Cl)c2)CCN1C(=O)c1cccc(F)c1 (stereo not given) | -0.7
22 | CCCCc1c(-c2ccccc2OC)ncn1C(C)c1ccccc1 (stereo not given) | -1.3
23 | CCN(CC)C(=O)c1ccc2sc([C@@H]3O[C@H](CO)[C@H](O)[C@H](O)[C@H]3O)nc2c1 | -2.6
24 | OC[C@@H]1CN(Cc2cccnc2)C[C@H](n2cnc3c(N4CCN(c5ccccc5)CC4)ncnc32)O1 | -4.1
25 | CCOC(=O)[C@]12CCC=C1N(Cc1ccc3c(c1)OCO3)C(=O)[C@H](CC(=O)NCc1cccc(C(F)(F)F)c1)C2 | -3.9
26 | COc1ccccc1CNC(=O)Nc1nc(C(N)C(C)C)cs1 (stereo not given) | -3.9
27 | COc1ccc(CNC(=O)c2sc(=O)n(Cc3ccc(S(=O)(=O)N(C)C)cc3)c2C)cc1 | -9.1
28 | COC(=O)[C@@]1(Cc2ccc(OC)cc2)[C@H]2c3cc(C(=O)N4CCCC4)n(CCc4c[nH]c5ccccc45)c3C[C@H]2CN1C(=O)c1ccccc1 | -2.0
29 | Cc1onc(-c2ccccc2)c1C(=O)N1CCCC(C)(C(=O)NS(=O)(=O)C2CC2)C1 (stereo not given) | 1.1
30 | CCCC(=O)Nc1ccc2c(c1)C(=O)N(C)C[C@@H](OC)[C@H](C)CN(Cc1ccc(-c3ccccn3)cc1)[C@@H](C)CO2 | -5.6
31 | CCCCCCCCCCCCNC[C@@H]1CSCCS(=O)(=O)N1 | -4.4
32 | CN(C)CCN1CCN(C2CN(C3CCCCC3)S(=O)(=O)C2)CC1 (stereo not given) | -1.6
33 | N#Cc1cccc(C(=O)C(=O)N2CCCN(Cc3ccc(F)cc3)CC2)c1 | -1.3
34 | N#CC(=C=[N-])c1nc2ccccc2nc1-[n+]1cccc(NC(=O)c2ccc(F)cc2)c1 | 1.4
35 | O=c1oc2ccc([N+](=O)[O-])cc2c(N2CCOCC2)c1[N+](=O)[O-] | -1.7
36 | CC(C)C[C@H]1CNC(=O)C(=O)N1C[C@@H]1CCCN1C[C@H](Cc1ccccc1)N1C[C@H](CC(C)C)N(CCc2ccccc2)C(=O)C1=O | -8.9
37 | C[C@@H](c1ccccc1)N1C[C@@H](COCc2ccccc2)Oc2cc(N3CC[C@H](O)C3)ccc2S1(=O)=O | -2.5
38 | Cc1cc(C)cc(CC(=O)N2CCC2(C)C(=O)NS(=O)(=O)c2ccccc2)c1 (stereo not given) | 1.6
39 | Cc1cn([C@H]2C[C@H](O)[C@@H](CCC(=O)NCc3cccc4ccccc34)O2)c(=O)[nH]c1=O | -1.6
40 | COc1ccc(Nc2nc3cc(-c4ccsc4)sc3c(=O)n2C)cc1OC | 10.3
41 | NC(c1ccccc1)c1csc(Nc2ccc(C(F)(F)F)cn2)n1 (stereo not given) | 1.2
42 | Cc1nc(C(F)(F)F)ccc1C(=O)N1CCCCCC1(C)C(=O)NCC(C)C (stereo not given) | -5.1
43 | CCCCC[C@@H](C)N1C[C@@H](COCc2ccccc2)Oc2cc(N3CCC[C@H]3CO)ccc2S1(=O)=O | -1.1
44 | Cc1ccc(CNC(=O)Cc2csc(Nc3nc(=S)[nH]c4ccccc34)n2)cc1 | -1.4
45 | C[C@H]1[C@@H](Cc2cc(Cl)cc(Cl)c2)N(c2ccccc2)c2ccccc2CN1Cc1ccccc1 | -4.0
46 | CCCNC(=O)C1(C)CCN(C(=O)c2cccc(C#N)c2)C1 (stereo not given) | 7.1
47 | CCc1nc2c(OCc3ccccc3)cccn2c1N(C)C(=O)c1ccc(OC)cc1 | -3.7
48 | CCCCNC(=O)C(c1ccc(OCC(=O)OC)c(C(=O)OC)c1)N(CCOC)C(=O)CCCCCN1C(=O)NC(c2ccc(-c3ccccc3)cc2)C(C(=O)OCc2ccccc2)=C1C (stereo not given) | -17.8
49 | COc1ccccc1-c1noc2c1C(=O)N(Cc1cn(-c3ccc(Cl)cc3)nn1)CC2 | -2.6
50 | COc1cccc(C(=O)N2CCC[C@H]2C(=O)N2CCC[C@H]2C(=O)NCc2ccc(F)cc2F)c1 | -1.0

(next part)
nr | canonical_smiles | Wnt bcat act
51 | O=S1(=O)CC(N2CCSCC2)CN1Cc1cn(Cc2cccc(Cl)c2)nn1 (stereo not given) | -4.4
52 | O=[N+]([O-])c1ccc(COc2cccc(CO)c2)cc1 | 11.7
53 | O=C1NC[C@H](CCCCN2C[C@H](Cc3ccccc3)N(CC3CCCCC3)C(=O)C2=O)N(CC2CCCCC2)C1=O | -1.8
54 | COCOc1cccc(CN2CCC2(C)C(=O)Nc2ccc(C)cc2)c1 (stereo not given) | -0.6
55 | COc1cccc(CNC(=O)[C@H]2CCCN2C(=O)[C@H]2CCCN2S(=O)(=O)c2cccc(C)c2)c1 | -1.9
56 | c1ccc(OCCNc2ccn3nc(-c4ccco4)cc3n2)cc1 | -1.2
57 | COc1ccc(C(=O)Nc2ccc3nc(N4CCCCC4)cc(C)c3c2)c(OC)c1 | 4.0
58 | CCCCCc1c(-c2ccc(OC)c(OC)c2)ncn1CCc1ccccc1OC | -12.5
59 | C(=C\c1ccccc1)/CN1CCN(C(c2ccnc3ccccc23)c2nnnn2-c2ccc3c(c2)OCCO3)CC1 (stereo not given) | -2.0
60 | Clc1cccc(CN2CCN(c3ncc(Cc4ccccc4)cn3)CC2)c1Cl | -6.6
61 | CCc1nc2c(OCc3cccc(Cl)c3)cccn2c1N(C)C(=O)c1ccco1 | -3.6
62 | CC1(C(=O)NS(=O)(=O)c2ccc(Cl)cc2)CCN1C(=O)C1(c2ccccc2)CCCC1 (stereo not given) | -1.3
63 | OC(c1ccc(Cl)cc1)c1ncc(-c2ccc(Cl)cc2)[nH]1 (stereo not given) | 0.5
64 | COc1cc(OC)cc(-c2noc([C@@H]3O[C@H](CO)[C@@H](O)[C@H]3O)n2)c1 | -2.2
65 | CNC(=O)OC1CC2CC1[C@H]1CCCCN1C2=O (stereo not given in full) | -0.9
66 | O=C(NC1CCCCC1)C(CCc1ccccc1)N1CCOCC1 (stereo not given) | -2.4
67 | CCN(CCN(C)C)C(=O)c1ccc2nc(C)c(N(C)C(=O)CCc3ccccc3)n2c1 | 0.1
68 | CN1CCN(c2nc3ccccc3nc2C(C#N)S(=O)(=O)c2ccccc2)CC1 (stereo not given) | -5.4
69 | COc1ccc(CNC[C@H]2O[C@@H](n3ccc(=O)[nH]c3=O)[C@H](O)[C@@H]2O)cc1 | -0.9
70 | O=C(NC1CCCCC1)OC1CC2CC1[C@H]1CCCCN1C2=O (stereo not given in full) | 1.6

Reformatted as labelled records: 3 of the compounds above
67) CCN(CCN(C)C)C(=O)c1ccc2nc(C)c(N(C)C(=O)CCc3ccccc3)n2c1
- Wnt bcat act: 0.1
66) O=C(NC1CCCCC1)C(CCc1ccccc1)N1CCOCC1 (stereo not given)
- Wnt bcat act: -2.4
65) CNC(=O)OC1CC2CC1[C@H]1CCCCN1C2=O (stereo not given in full)
- Wnt bcat act: -0.9

Next part:
nr | canonical_smiles | Wnt bcat act
71 | CC(C)N(c1ccccc1)c1ccc(NC(=O)[C@@H]2O[C@H](CO)[C@H](O)[C@H](O)[C@H]2O)cc1 | 0.7
72 | C[C@@H]1CN([C@@H](C)CO)C(=O)CCCn2cc(nn2)CO[C@H]1CN(C)C(=O)c1ccccc1 | -0.1
73 | CC(C)C[C@@H]1CN(CCCC[C@H]2CNC(=O)C(=O)N2CCC2CCCCC2)C(=O)C(=O)N1Cc1ccccc1 | -5.9
74 | O=C(Nc1ccccc1Cl)c1cc(C2CCCN(C(=O)OCCF)C2)on1 (stereo not given) | 14.5
75 | CCc1nc2c(OCC(N)=O)cccn2c1N(C)C(=O)C(C)C | -1.7
76 | CCc1nc2ccc(C(=O)NCCCn3ccnc3)cn2c1N(CC)C(=O)NCCc1ccccc1 | 0.4
77 | CN(C)c1ccc(CNC(=O)C2Cc3c(-c4cccc(C(N)=O)c4)ccnc3O2)cc1 (stereo not given) | -0.2
78 | O=C(NCCN1CCC(n2c(=O)[nH]c3ccccc32)CC1)c1cccc2c1-c1ccccc1C2=O | -2.4
79 | CC(C)(C)S(=O)(=O)N1C[C@@H]2CC(=O)C(CCO)=C2[C@H]1CCO | -1.6
80 | CC1(C(=O)Nc2cccc(OC(F)(F)F)c2)Cc2c(-c3ccc4c(c3)OCO4)ccnc2O1 (stereo not given) | -8.8
81 | COc1cc(CNC(=O)c2cc(-c3cc(OC)ccc3Cl)n[nH]2)cc(OC)c1 | -0.1
82 | NC(=O)C12NC(Cc3ccccc31)c1ccccc12 (stereo not given) | 0.8
83 | CCN=C1NC(c2cccc(Cl)c2)C(C(=O)OC)=C(C)N1Cc1ccccc1C(F)(F)F (stereo not given) | -7.5
84 | COc1ccccc1CNC(=O)c1cc(-c2ccc(F)cc2OC)n[nH]1 | 2.6
85 | CCOC(=O)C1=CCC(c2ccc(C#N)cc2)N(S(=O)(=O)c2ccc(C)cc2)C1 (stereo not given) | -3.0
86 | C#CCNC(=O)C[C@@H]1C[C@@]2(C(=O)OCC)CCCC=C2N(Cc2ccc3c(c2)OCO3)C1=O | -4.4
87 | Cc1cccc(C)c1NC(=O)C(C1CC1)n1c(=O)c(-c2ccco2)nc2ccccc21 (stereo not given) | -0.3
88 | O=S(=O)(c1ccc(C(F)(F)F)cc1)N1CCCc2nc(-c3ccc(Br)cc3)ccc21 | -3.2
89 | CC(C)CNC(=O)c1cccc2c(-c3cccnc3)coc12 | -1.9
90 | CC(=O)Oc1ccc(Cn2c(C)c(C(=O)NCc3cccc(C(F)(F)F)c3)sc2=O)cc1 | -1.1
91 | C[N+]1(CC(=O)NNc2c3ccccc3nc3ccccc23)CCOCC1 | 2.6
92 | COc1c(C)cc(C(O)c2ncc(-c3ccc(Cl)cc3)[nH]2)cc1C (stereo not given) | -1.8
93 | CC1(c2nnnn2Cc2ccccc2)CCC(=O)N1CCCn1ccnc1 (stereo not given) | -3.7
94 | CCOC(=O)C1(C)CCCN(C(=O)c2ccc(F)c(Cl)c2)C1 (stereo not given) | -2.9
95 | COc1ccc([C@@H]2CC(=O)[C@@H]3CN(S(=O)(=O)c4ccc(C)cc4)[C@H](c4ccccc4)C[C@@H]3N2S(=O)(=O)c2ccccc2)cc1 | -2.1
96 | Nc1ncnc2c1ncn2[C@@H]1O[C@H](C(=O)N[C@@H](CO)Cc2ccccc2)[C@@H](O)[C@H]1O | -0.7
97 | Cc1cccc(C)c1NC(=O)c1csc([C@@H]2O[C@H](CO)[C@H](O)[C@H](O)[C@H]2O)n1 | -1.3
98 | COC(=O)[C@]12CCCCC=C1N(Cc1ccccc1)C(=O)[C@H](CC(=O)N1CCOCC1)C2 | -0.8
99 | Cc1ccsc1C(=O)N1CCC1(C)C(=O)NCc1cccnc1 (stereo not given) | -0.8
100 | Cc1cc(O)cc(=O)n1-c1cccc(Br)c1 | -2.5
101 | Cc1ccc(NC(=O)C2(C)CCN2C(=O)Cc2ccc(C(C)(C)C)cc2)cc1C (stereo not given) | -0.9

Shown with each value named: entries from further up
#9 O=C(NC1CCCC1)C1C(c2ccc(C(F)(F)F)cc2)=Nc2ccccc2N1C(=O)c1cc2ccccc2[nH]1 (stereo not given)
- Wnt bcat act: 5.5

#10 CC(C)(C)c1ccc(S(=O)(=O)NC(=O)C2(C)CCN2C(=O)C2(c3ccccc3)CC2)cc1 (stereo not given)
- Wnt bcat act: 0.3

#11 COc1ccc(OC(F)(F)F)cc1CC1(C)C(=O)Nc2ccc(-c3ccsc3)cc21 (stereo not given)
- Wnt bcat act: -1.8

Random excerpt: two entries already listed
nr | canonical_smiles | Wnt bcat act
62 | CC1(C(=O)NS(=O)(=O)c2ccc(Cl)cc2)CCN1C(=O)C1(c2ccccc2)CCCC1 (stereo not given) | -1.3
29 | Cc1onc(-c2ccccc2)c1C(=O)N1CCCC(C)(C(=O)NS(=O)(=O)C2CC2)C1 (stereo not given) | 1.1

Screening data from PubChem BioAssay.
